Compound activity as filed in PubChem BioAssay.
DT40 TDP1 no CPT – qHTS for Inhibitors of human tyrosyl-DNA phosphodiesterase 1 (TDP1): qHTS in cells in absence of CPT; DT40 Tdp1-/- hTDP1 cells, no CPT, ATP luminescence, 48 h; Potency, µM (highest dose often 46.2 µM), for inactives: top-dose activity change, negative = growth inhibition, most hits filed as inhibitors; hit rate 15% among 420,000; AID 686978, 2013; note: nearly all actives have a fitted effect of over 55% in size
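Cells were dispensed at 400 per well, compounds added by pin tool, plates incubated ≥48 hr at 37 °C, then CellTiter-Glo added for 30 min at room temperature before luminescence reading. Line: DT40 Tdp1-/- complemented with hTDP1; camptothecin omitted.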
N370S GC mod – N370S glucocerebrosidase modulation, Gaucher chaperone candidate. P04062. N370S GC spleen homogenate, 4MU-glucoside fluorescence. Potency, µM (doses to about 59.4 µM), inactives show top-dose activity change, negative = inhibition, most hits filed as inhibitors. hit rate 0.092% among 330,000. AID 2101;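 note: 0% = full enzyme activity and -100% = no enzyme basal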
TDP1 block – TDP1 (human) enzyme inhibition | AID 485290 | Potency, µM (series often up to 130 µM), for the others: at the top dose activity change, negative = inhibition, usual class: inhibitors | recombinant TDP1, AlphaScreen DNA substrate cleavage | hit rate 0.28% among 350,000 | Q9NUW8; note: nearly all actives have a fitted effect of over 40% in size
Target sequence (Q9NUW8 whole entry, looked up): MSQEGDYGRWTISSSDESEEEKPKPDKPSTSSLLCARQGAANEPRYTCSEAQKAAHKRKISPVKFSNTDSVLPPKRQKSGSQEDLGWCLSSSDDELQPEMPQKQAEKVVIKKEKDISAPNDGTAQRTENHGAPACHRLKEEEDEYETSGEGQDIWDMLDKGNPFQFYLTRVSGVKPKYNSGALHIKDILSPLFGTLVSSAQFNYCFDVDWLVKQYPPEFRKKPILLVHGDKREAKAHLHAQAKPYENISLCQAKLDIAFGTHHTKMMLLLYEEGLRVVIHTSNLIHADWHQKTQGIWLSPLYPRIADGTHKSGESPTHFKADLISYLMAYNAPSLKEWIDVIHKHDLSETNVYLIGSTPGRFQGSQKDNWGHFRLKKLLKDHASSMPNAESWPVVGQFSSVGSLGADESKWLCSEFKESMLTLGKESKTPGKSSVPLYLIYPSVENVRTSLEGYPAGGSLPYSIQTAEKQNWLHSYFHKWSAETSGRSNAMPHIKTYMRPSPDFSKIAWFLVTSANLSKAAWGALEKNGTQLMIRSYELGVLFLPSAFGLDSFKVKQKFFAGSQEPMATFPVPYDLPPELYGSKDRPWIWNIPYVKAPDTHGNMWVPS
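E. coli-derived human Tdp1, 1 nM final. Cpd preinc 15 min RT; substrate 15 nM final, 5 min RT; AS bead mix 10 ug/ml final, 10 min RT. Signal loss = tyrosine-FITC cleavage. No-enzyme wells = max signal.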
* = called active by the depositor; ? = inconclusive; nt = not tested or not shown; & = joins results of further samples; [ ] = dose if it differs, or a comment. Calls come from the whole dose curve; as a rule, active = well fitted curve in the direction sought with a large enough effect; inconclusive = small, poorly fitted or top-dose-only effect, or another doubt; inactive = no such curve, though single readings can be large; an effect the other way counts as inactive or inconclusive. Unless noted, % is set by controls: 0 for no effect and ±100 for the full control effect; potency is the fitted concentration of half-maximal effect. Not all compounds are listed; count on the stated rates, not on these rows.

structure,DT40 TDP1 no CPT,N370S GC mod,TDP1 block
CCCN1C2CCCC1CC(NC(=O)Nc1ccc(C(C)C)cc1)C2 (stereo not given),?,-5%,1%
CC(C)n1c(SCC(N)=O)nc2c1c(=O)n(C)c(=O)n2C,-8%,6%,4%
CCC(Sc1nnc(C)c(=O)[nH]1)C(=O)Nc1cccc2ccccc12 (stereo not given),?,-2%,6%
CC1CCN(CC(=O)Nc2ccccc2C(=O)NC2CC2)CC1,18%,nt,0%
CC(C)CN1CCC2(CC1)CCN(C(=O)c1ccncc1)CC2,-1%,9%,nt
N#CC1=C(N)Oc2ccc3ccc(O)cc3c2C1c1ccsc1 (stereo not given),?,-13%,3%
Cc1nn(Cc2c(F)c(F)c(F)c(F)c2F)c(C)c1NC(=O)c1nn(C)cc1Br,-16%,0%,1%
Cc1cccc(NC(=O)c2c(O)c3cccc4c3n(c2=O)CCC4)n1,nt,-3%,1%
Clc1ccc(C2CC(c3cccs3)n3ncnc3N2)c(Cl)c1 (stereo not given),?,0%,nt
S=C1Cc2ccccc2N1,0.73µM*,1%,5%
CC(Oc1cccc(Cl)c1)C(=O)Nc1cc(S(=O)(=O)N2CCOCC2)ccc1N1CCCC1 (stereo not given),?,-3%,1%
COc1ccc(-n2c(SCC(=O)N3CCCCC3C)nnc2-c2cccnc2)cc1 (stereo not given),-18%,-3%,6%
Cn1c(Cn2c(=O)sc3ccccc32)nnc1SCC(=O)Nc1ccc(Cl)cc1,-16%,4%,3%
CCNc1nc(NCC)n2c(SCC(=O)Nc3cc(Cl)ccc3OC)nnc2n1,?,0%,nt
CCc1cc2c(=O)c(-c3ccc4c(c3)OCO4)coc2c(CN(C)C)c1O,3.7µM*,6%,nt
Cn1c(SCC(=O)N2CCOCC2)ncc(C(=O)Nc2ccccc2)c1=O,-25%,nt,5%
Cc1ccc(C)c(Nc2nn3c(=O)c4cc5c(cc4nc3s2)OCO5)c1,18µM*,nt,-3%
C=CCN1CCN(c2ccncc2S(=O)(=O)N2CCCCC2)CC1,-6%,-5%,3%
Cc1oc2cc(O)cc(C)c2c(=O)c1-c1cnn(-c2ccccc2)c1,?,11%,-9%
CCCCN(C(=O)C1CCCC1)c1c(N)n(Cc2ccccc2)c(=O)[nH]c1=O,-6%,nt,-18%
Cc1nn(C)c(C(=O)NNC(=S)NC2CCCCC2)c1Cl,?,-11%,8%
CS(=O)(=O)c1cccc(-c2nnc(NC(=O)c3ccc4c(c3)OCCO4)o2)c1,?,nt,5%
CCc1ccc(N2CC(C(=O)OCC(=O)Nc3ccc([N+](=O)[O-])cc3)CC2=O)cc1 (stereo not given),-4%,nt,2%
O=C1CN(C(=O)COc2ccccc2)C(c2ccc(F)cc2)c2cc(Br)ccc2N1 (stereo not given),?,nt,3%
O=C(O)COc1ccc(S(=O)(=O)c2ccc(OCC(=O)O)cc2)cc1,12%,30%,-5%
CCOc1ccc(S(=O)(=O)NCc2ccc(C)cc2)c2cccnc12,-8%,11%,0%
Cc1cc(NC(=O)CSc2nnc(CNC(=O)c3ccc(F)cc3)o2)no1,-5%,-13%,1%
CC(=O)NC1C(Oc2ccc(C)cc2)OC2COC(c3ccco3)OC2C1O (stereo not given),-25%,1%,3%
O=C(COc1ccc(N2CC(C(=O)O)CC2=O)cc1)Nc1cccc(C(F)(F)F)c1 (stereo not given),12%,9%,5%
COc1ccc(-c2c3c(=O)n(C)c(=O)n(C)c3c3n2-c2ccccc2NC3c2ccc(O)cc2O)cc1 (stereo not given),16µM*,nt,3%
Cc1cc2c(cc1NS(=O)(=O)c1ccc(Br)cc1)n(C)c(=O)c(=O)n2C,?,nt,7%
CCC(=O)NC(c1ccc(Cl)cc1Cl)c1ccc2cccnc2c1O (stereo not given),5.2µM*,-6%,nt
COc1c(F)c(F)c(C(=O)O)c(Nc2cccc(C)c2)c1F,4%,-3%,-2%
CC1CCC(NC(=O)CCNC(=O)c2ccc(Br)cc2)CC1 (stereo not given),-3%,-6%,-4%
COc1ccc(CCN2C(=O)CC(N3CCN(C/C=C/c4ccccc4)CC3)C2=O)cc1OC (stereo not given),?,-7%,nt
CC1(C)CC(=O)c2cnc3c(C#N)cnn3c2C1,5%,4%,-8%
COc1ccc(Nc2nc(C)nc3c2oc2ccccc23)c(OC)c1,-22%,?,nt
O=C(OCC(=O)N1CCOCC1)c1ccc(Cl)c(S(=O)(=O)N2CCc3ccccc32)c1,?,nt,1%
COC(=O)c1ccc(N=Cc2c(-c3ccccc3)[nH][nH]c2=O)cc1,7%,-2%,4%
CCc1sc(C(C2C(=O)CC(C)(C)CC2=O)C2C(=O)CC(C)(C)CC2=O)cc1[N+](=O)[O-],5.2µM*,-9%,0%
CC(C)(C)C(=O)NCCN1C(=O)S/C(=C\c2ccc([N+](=O)[O-])cc2)C1=O,23µM*,0%,3%
O=C(O)C(c1ccccc1)N1C(=O)/C(=C\c2ccc(O)c(O)c2)SC1=S (stereo not given),13%,-17%,nt
Cn1c(C2CCCCC2)nc2cc(N)ccc21,-30%,-18%,nt
c1nc(NCc2ccc3c(c2)OCO3)c2[nH]cnc2n1,?,nt,1%&3%
COCc1c(C(=O)N/N=C\c2ccccn2)nnn1-c1nonc1N,-5%,0%,1%
CCC(C)Sc1cc(-c2nc3cc(C)ccn3c2NC2CCCCC2)ccc1OC (stereo not given),21µM*,nt,2%
c1ccc2[nH]c(NCCCc3cnc[nH]3)nc2c1,nt,?,27%
CCOc1cc(/C=N/Nc2nc(N3CCCC3)nc(N3CCCC3)n2)ccc1O,?,13%,2%
Cc1cc(C)n(CCc2nc3c4ccccc4nc(N4CCN(c5cccc(C)c5C)CC4)n3n2)n1,?,nt,6%
Cc1ccc(Cl)cc1NC(=O)CSc1nc2c(c(=O)[nH]1)CN(Cc1ccccc1)CC2,?,nt,9%
Cn1cc(CNC(=O)COc2ccc(Cl)cc2Cl)cn1,-26%,17%,-2%
CCc1ccccc1-n1nnc(-c2nsc(NC(=O)c3ccc(C)c(C)c3)n2)c1C,18µM*,nt,5%
COc1ccc(/C=C/C(=O)Nc2sc3c(c2C(=O)NCc2cccnc2)CCCC3)cc1,?,14%,5%
CCOC(=O)CSc1nc2ccccc2c(=O)n1CCC(=O)NCCc1ccc(OC)c(OC)c1,-20%,20%,2%
CC1O[C@@H](Oc2c(-c3ccc(O)c(O)c3)oc3cc(O)cc(O)c3c2=O)C(O)C(O)C1O (stereo not given in full),-22%,3%,7%[56.1 µM]
O=C(Nc1ccccc1[N+](=O)[O-])c1csnn1,1%,nt,-2%

Later entries.
structure,DT40 TDP1 no CPT,N370S GC mod,TDP1 block
Cc1ccc2sc(NNC(=O)c3ccc4c(c3)OCCO4)nc2c1C,-29%,-7%,-1%
O=C(NCC1CCCCC1)c1ccccc1[N+](=O)[O-],-1%,-19%,5%
CCC(c1nnnn1C1CCCC1)N(Cc1cccs1)Cc1cc2cc(C)ccc2[nH]c1=O (stereo not given),21µM*,13%,7%
Cc1cc(NC(=O)CN2C(=O)NC(C)(c3ccc(OC(F)F)cc3)C2=O)no1 (stereo not given),?,-6%,6%
Cn1nc(-c2ccc(OCC(=O)Nc3ccccc3)cc2)c2ccccc2c1=O,26µM*,-5%,6%&4%
O=C(NC(=S)N1CCN(Cc2ccc3c(c2)OCO3)CC1)c1ccc(Cl)cc1,21µM*,-10%,7%
O[C@@H]1C2CCCC1[C@]1(O)CCCCC1C2 (stereo not given in full),?,2%,4%
Cc1ccccc1N=Nc1c(O)n(C)c2ccccc12,23µM*,-6%,2%
CCN(CC)C(=O)c1cccc(NC(=O)C2=COCCO2)c1,-4%,nt,0%
O=S(=O)(Nc1cc(F)ccc1F)c1ccc2[nH]c3c(c2c1)CCCCC3,?,nt,4%
N#C/C(=C\Nc1ccccn1)S(=O)(=O)c1ccc(Cl)cc1,?,20%,8%
Cc1nnn(C23CC4CC(CC(CC(=O)Nc5ccc(C)c(C)c5)(C4)C2)C3)n1,?,19%,3%
CCOc1ccc(NC(=O)CS(=O)(=O)c2cn(CC)c3ccccc23)cc1,?,5%,4%
O=C(C1CCN(c2nnc(-n3cccc3)s2)CC1)N1CCc2ccccc2C1,?,16%,0%
COCCOCC(=O)Nc1ccc(S(=O)(=O)Nc2cc(C)nc(C)n2)cc1,-18%,-3%,nt
O=C(C1CC1)N1CCc2cc(S(=O)(=O)N3CCCc4ccccc43)ccc21,15µM*,nt,-1%
CCOC(=O)C1CCCN(C(=O)Cn2ncc3c4ccccc4n(Cc4ccc(F)cc4)c3c2=O)C1 (stereo not given),15µM*,nt,5%
O=C(Nc1c(C(=O)N2CCOCC2)oc2ccccc12)c1ccccc1Cl,-30%,-3%,0%
O=C1CCc2ccccc2O1,-3%,-4%,1%&13%
Cc1ccc(-c2n[nH]c(=S)c3ccccc23)cc1S(=O)(=O)NCC1CCCO1 (stereo not given),?,-7%,nt
CCC/C=C(\CCC)C(NC(=O)c1cccs1)c1ccc(C(=O)OC)cc1 (stereo not given),nt,9%,0%
Cc1ncc([N+](=O)[O-])n1CCOC(=O)C12CC3CC(CC(C3)C1)C2,-11%,-8%,3%
CCc1ccc(NC(=O)CSc2nc(=O)n(CCCN3CCOCC3)c3c2CCC3)cc1,-15%,-10%,1%
CCOc1ccc2nc(NC(=O)c3ccccn3)sc2c1,0.65µM*,2%,nt

The final six entries of the section before lead into the next:
structure,DT40 TDP1 no CPT,N370S GC mod,TDP1 block
O=C1CCc2ccccc2O1,-3%,-4%,1%&13%
Cc1ccc(-c2n[nH]c(=S)c3ccccc23)cc1S(=O)(=O)NCC1CCCO1 (stereo not given),?,-7%,nt
CCC/C=C(\CCC)C(NC(=O)c1cccs1)c1ccc(C(=O)OC)cc1 (stereo not given),nt,9%,0%
Cc1ncc([N+](=O)[O-])n1CCOC(=O)C12CC3CC(CC(C3)C1)C2,-11%,-8%,3%
CCc1ccc(NC(=O)CSc2nc(=O)n(CCCN3CCOCC3)c3c2CCC3)cc1,-15%,-10%,1%
CCOc1ccc2nc(NC(=O)c3ccccn3)sc2c1,0.65µM*,2%,nt
CC1CN(Cc2nc3c(c(=O)n(C)c(=O)n3C)n2Cc2ccccc2)CC(C)O1 (stereo not given),-20%,-4%,2%
O=C(NCc1ccccn1)c1ccc(Br)s1,-11%,8%,10%
O=C1/C(=C/c2ccccc2)CCC1C1CCCC1 (stereo not given),7%,5%,-3%
COc1ccc(F)cc1C(=O)C1CCCN(C(=O)c2ccc(C(C)=O)s2)C1 (stereo not given),-26%,-11%,0%
Cc1ccc(N(C)S(=O)(=O)c2nnc(NC(=O)CC(C)C)s2)cc1,-6%,nt,-1%
CC(C)(C)c1ccc(CSc2nc(N)cc(=O)[nH]2)cc1,18µM*,3%,nt
CC1CCN(C(=O)COc2cccc3c2CCN(Cc2ccccc2)C3=O)CC1,?,11%,0%
Clc1ccc(CSc2nncn2-c2ccccn2)cc1,-18%,28%,7%
Cc1ccccc1NC(=S)NCCc1ccccn1,-2%,17%,3%
Cc1cccc(C)c1OCCSc1n[nH]c(N)n1,-9%,6%,7%
CCCC1c2ccc(C)n2CCN1C(=O)Nc1ccc(F)cc1 (stereo not given),?,-3%,4%
COC(=O)CCN(C(=O)c1ccc(OC(C)=O)cc1)c1ccccn1,-10%,-15%,0%
CCOc1ccc(S(=O)(=O)n2cc(-c3ccc(F)cc3)c(N)n2)cc1,-21%,?,0%
Cc1c2cnn(CC(=O)NCc3ccccc3)c(=O)c2c(C)n1Cc1cccc(Cl)c1,3.3µM*,nt,8%
Nn1c(SCC(=O)Nc2nccs2)nnc1C1CC1,9%,-3%,7%
O=C(OC(C(=O)NCC1CCCO1)c1ccccn1)c1cccs1 (stereo not given),-3%,9%,3%
CCOc1ccc(CN2CCN(Cc3cnc(-c4ccccc4)s3)CC2CCO)cc1 (stereo not given),21µM*,3%,-2%
O=C(c1ccco1)N1CCCC(Nc2ccc3c(c2)OCCO3)C1 (stereo not given),-1%,-2%,6%
COC(=O)C1=C(C(=O)OC)[C@@H]2N(C)c3ccc(OC)cc3[C@@]23C[C@@H](C(=O)OC)N(S(=O)(=O)c2ccc(C)cc2)C3=N1,nt,-4%[12.8 µM],8%[12.3 µM]
O=C(CCN1CCN(c2ccccc2F)CC1)Nc1cccc(F)c1,?,-3%,nt
